# Akt phos inh – Akt phosphorylation inhibition | Neuro2A IGF-stimulated pAkt S473 HTRF, 20 min; stronger effect = lower value | 360,000 tested, 0.32% active | activity change, % for hits at 50 µM; in the data active = activity change below about -80%; inconclusive = mostly about -51% to -80%; note: % is set by controls: 0 for no effect and ±100 for the full control effect
#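 Neuro2A cells (4,500/well, DMEM with 0.5% FBS) were treated with compound at a single 50 µM final concentration, stimulated with 6 nM IGF for 20 min at 37 °C, and lysed. Phospho-Akt Ser473 was read by HTRF as 665/615 ratio ×10^4.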
# TGFb SMAD3 inh – inhibitors of TGF-b signaling; Potency, µM (highest dose often 46.1 µM), for inactives: top-dose activity, negative = inhibition, usual class: inhibitors; 410,000 tested, 1.2% active; HepG2 CAGA-GFP TGF-b/SMAD3 reporter, GFP fluorescence, 18 h; TGF-beta stimulated, 500 pg/mL final; AID 588855; note: potency is the fitted concentration of half-maximal effect; % is set by controls: 0 for no effect and ±100 for the full control effect; nearly all actives have a fitted effect of over 65% in size
#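 Using HEPG2 CAGA-GFP reporter cells at 1000 cells/well, we pinned test compounds, stimulated with recombinant TGF-beta (500 pg/mL final) and measured total well GFP after 18 h.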
# HepG2 viability – counter-screen for TGF-b inhibitors: cytotoxicity in HepG2 cells; HepG2 CAGA-GFP viability, ATP luminescence, 18 h; Potency, µM (doses to about 46.1 µM), without a hit: at the top dose activity change, negative = cytotoxicity, actives largely listed as cytotoxic; 410,000 tested, 0.76% active; AID 588856; note: potency is the fitted concentration of half-maximal effect; some results filed as inactive show a strong effect at the top dose
#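 HepG2 CAGA-GFP cells (1000/well, DMEM with 1% FBS) received compound, then TGF-beta at 500 pg/mL final, and were incubated 18 hours at 37 degrees C. Viability was read by CellTiter-Glo luminescence. Media-only wells were set as complete cell-killing and DMSO as no toxicity.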
# Nrf2 activator – activates Nrf2 signaling; AREc32 ARE-luciferase reporter (MCF7-derived line), luminescence, 24 h; Potency, µM (series often up to 46.1 µM), inactives show at the highest dose activation, actives largely listed as activators; 410,000 tested, 0.31% active; AID 624171; note: potency is the fitted concentration of half-maximal effect; % of control where 0% means no effect; nearly all actives have a fitted effect of over 65% in size
#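 Luminescent ARE reporter assay in AREc32_Fluc cells: overnight plating at 37 deg C, 24 hr compound incubation, Steady-Glo added, 30 min RT before reading.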
# A549 viability – A549 cytotoxicity, counter-screen for Nrf2 inhibitors | A549 ARE-Fluc cells, CellTiter-Fluor viability, 18-24 h | Potency, µM (series often up to 46 µM), without a hit: at the top dose activity change, negative = cytotoxicity, usual class: inhibitors | 390,000 tested, 0.16% active | AID 504648; note: potency is the fitted concentration of half-maximal effect; % is set by controls: 0 for no effect and ±100 for the full control effect
#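 A549 ARE_Fluc cells in 5% FBS OPTI-MEM were exposed to compounds in concentration-response for 18-24 h at 37 deg C. Viability was read by CellTiter-Fluor fluorescence (Ex 405/Em 525) after 30 min, before the luciferase read.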
# CCT chaperon mod – cytosolic chaperonin activity modulation | activity change, % (concentration not given with the values), hits read low | 360,000 tested, 0.3% active | purified chaperonin ATPase assay, HTRF ADP detection, 30 min | AID 651819; in the data active = activity change below about -30%; note: % is set by controls: 0 for no effect and ±100 for the full control effect
#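 Nucleotide hydrolysis assay: TRiC at 20–40 nM final (set by batch activity) with 10 uM ATP, 30 min at 37 °C, in presence of 76 uM compound. Detection by competitive ADP HTRF, 30 min ambient.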
# S2 tox – cell viability loss in ATXN counter-screen | Potency, µM (highest dose often 56.7 µM), most hits filed as cytotoxic | S2 cells (HEK-293 line with an ATXN2-luciferase reporter) viability, CellTiter-Fluor protease fluorescence, 24 h | 400,000 tested, 0.49% active; note: potency is the fitted concentration of half-maximal effect; nearly all actives have a fitted effect of over 40% in size
# MmCpn inh – inhibitors of Methanococcus maripaludis chaperonin (MmCpn) | purified Mm-Cpn ATPase, ADP Transcreener TR-FRET | Potency, µM (top dose mostly 76.9 µM), inactives show top-dose activity, negative = inhibition, actives largely listed as inhibitors | 330,000 tested, 0.031% active | AID 504842; note: potency is the fitted concentration of half-maximal effect; % is set by controls: 0 for no effect and ±100 for the full control effect; nearly all actives have a fitted effect of over 80% in size
#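 Quantitative HTS used 25 nM Mm-CPN and 10 uM ATP in magnesium/KCl Tris buffer, pH 7.4, with 1 mM DTT. Hydrolysis ran 30 min at 37°C; ADP was read by HTRF.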
# Nrf2 inh – inhibitors of Nrf2 signaling | A549 ARE-Fluc reporter, luciferase luminescence, 18-24 h | Potency, µM (doses to about 46 µM), for the others: at the highest dose activity change, negative = inhibition, usual class: inhibitors | 360,000 tested, 2.1% active | AID 504444; note: potency is the fitted concentration of half-maximal effect; % is set by controls: 0 for no effect and ±100 for the full control effect; nearly all actives have a fitted effect of over 60% in size
#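 A549 ARE_Fluc cells (5000/well, 5% FBS OPTI-MEM) pre-incubated 2 h, then treated with compounds 18-24 h at 37C/5% CO2 in concentration-response. CellTiter-Fluor viability read first; BugLite luciferase luminescence after 15 min at room temperature gives Nrf2 activity.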
# The depositor's hits bear a star; i = inactive; ? = inconclusive; / = not tested or not shown; & = joins results of further samples; [ ] = remark or other dose. Unless noted, calls come from the whole dose curve; as a rule, active = well fitted curve in the direction sought with a large enough effect; inconclusive = small, poorly fitted or top-dose-only effect, or another doubt; inactive = no such curve, though single readings can be large; an effect the other way counts as inactive or inconclusive.
# Each structure is followed by: Akt phos inh	Nrf2 inh	TGFb SMAD3 inh	HepG2 viability	Nrf2 activator	A549 viability	CCT chaperon mod	S2 tox	MmCpn inh
O=[N+]([O-])/C=C1\C=CC=CN1Cc1ccc(Cl)cc1
 : i	?	0%	4%	0.5%	-18%	0.6	?	0%
O=C(CC1CC2CCC1C2)NCCc1ccc(Cl)cc1 (stereo unspecified)
 : i	11%	-11%	1%	-0.3%	-2%	0.1	i	-1%
CC(C)(C)OC(=O)N[C@H]1C=C[C@@H](OC(=O)CC(=O)OCC(F)(F)F)C1
 : i	4%	7%	2%	-0.5%	-1%	1.2	i	3%
C[C@@H]1CCC[C@@]2(O[C@H](CCO)C[C@@H](O)[C@@H]2O)O1
 : i	11%	-8%	-15%	-0.7%	2%	-0.9	i	1%
Cc1ccc(S(=O)(=O)N2CCCC(C(=O)N3CCCc4ccccc43)C2)cc1 (stereo unspecified)
 : i	-29%	-13%	-9%	2.9%	-8%	-0.5	i	-2%
CCOC(=O)NNC1CC(=O)N(c2ccccc2)C1=O (stereo unspecified)
 : i	-11%	0%	-2%	-0.8%	1%	-5.9	i	0%
CCN(CC)c1ccc(/C=N/NC(=O)c2ccc([N+](=O)[O-])cc2)cc1
 : i	-9%	4%	-7%	6.7%	-12%	-2.7	i	-3%
COCCCNC(=O)c1sc2nc(C)c(C(=O)Nc3ccc(C)cc3C)c(-c3ccc(Br)cc3)c2c1N
 : /	-20%[9.27 µM]	-3%	-13%	-1.3%	24%	/	i	/
CN1CCN(C(=O)CCN2C(=O)c3ccccc3C2=O)CC1
 : i	2%	9%	-2%	-0.6%	1%	-1.8	i	2%
C[C@H](CO)N1C[C@H](C)[C@@H](CN(C)Cc2ccc3c(c2)OCO3)Oc2cc(Br)ccc2S1(=O)=O
 : i	/	?	-102%	3.3%	/	-1.1	?	/
COc1cc(NC(=O)C(=O)Nc2ccc3nc4n(c(=O)c3c2)CCCCC4)cc(OC)c1OC
 : i	?	14%&-2%	25%&-21%	-0.8%&-1.2%	6%&-5%	-0.5	i	1%
COc1ccc(NC(=O)C2c3ccccc3OCC(=O)N2Cc2cccnc2)cc1 (stereo unspecified)
 : i	/	/	/	-1.2%	/	0.1	i	/
S=C(NCC1CCCO1)Nc1ccccc1 (stereo unspecified)
 : i	10%	12%	4%	1.8%	1%	0.6	i	-2%
CCOC(=O)COc1ccc(C(c2c(C)[nH][nH]c2=O)c2c(C)[nH][nH]c2=O)cc1
 : i	-2%	-1%	-7%	-0.4%[9.22 µM]	0%	-2.0	i	-1%
O=C(COC(=O)c1cnccn1)N=c1sccn1Cc1ccccc1Cl
 : i	1%	14%	12%	-0.1%	-4%	-5.0	?	0%
CN(C)CCCNC(=O)c1cccc(-c2cnc3cccnn23)c1
 : i	/	11%	-8%	-0.1%	/	1.9	i	/
CC(=O)N1c2ccc(S(=O)(=O)N(C)CC(=O)Nc3cccc(C)c3)cc2CC1C (stereo unspecified)
 : i	?	1%	7%	-0.6%	-12%	-2.6	i	2%
CCOC(=O)N1CCN(C(=O)NC23CC4CC(CC(C4)C2)C3)CC1
 : i	0%	-5%	-1%	2.4%	-1%	-4.7	i	-4%
CCN1CCc2[nH]c3ccccc3c2C1
 : i	19%	2%	21%	-0.5%	16%	0.5	?	1%
CC1(C(=O)NCc2cccc3ccccc23)CCN1Cc1ccc2ccccc2c1 (stereo unspecified)
 : i	/	?	-63%	4.6%	/	1.8	?	/
COc1cccc2cc(-c3cn4c(n3)sc3cc(F)ccc34)c(=O)oc12
 : /	/	?	7%	0.8%	2%	/	/	/
COc1ccc(/C=N/c2c(-c3ccc(OC)cc3)nc3n2CCS3)cc1
 : i	-15%	32%[activator]	1%	-0.7%	-14%	-0.1	?	-1%
CC(C)(C)n1ncc2c(=O)n(CC(=O)OCc3ccccc3)cnc21
 : i	?	-2%	-15%	-2.0%	0%	0.2	i	2%
Cc1ccc2c(c1)N(C)/C(=C/c1cccc[n+]1C)S2
 : i	6.5µM*	-2%	11µM*	0.1%	?	0.0	i	-2%
CC(C)(C)OC(=O)N1CCCC(C(=O)Nc2cccc(C(=O)NCCCc3ccccc3)c2)C1 (stereo unspecified)
 : i	?	-22%	-7%	4.4%	2%	0.0	?	/
COc1ccc(C2c3cc(OC)c(OC)cc3CC(=O)N2c2ccc(C)cc2)cc1 (stereo unspecified)
 : /	-23%	10%	-33%	3.9%	0%	/	?	/
Cc1cccnc1NS(=O)(=O)c1cccc([N+](=O)[O-])c1
 : i	1%	0%	1%	0.9%	0%	-0.5	i	0%
CCC(=O)Nc1ccc(NC(=O)c2ccco2)c(OC)c1
 : i	6%	-2%	-25%	0.2%	-1%	-2.4	i	-2%
COc1cc(NC(=O)CSc2nnnn2Cc2ccc3c(c2)OCO3)cc(OC)c1
 : i	-23%	0%	-22%	2.2%	-9%	-2.1	i	2%
CCC(C)Nc1nc(OC(C(F)(F)F)C(F)(F)F)nc(OC(C(F)(F)F)C(F)(F)F)n1 (stereo unspecified)
 : i	-13%	16%	-6%	-0.7%	-1%	-0.8	i	-2%
CCOc1ccc(-c2ccc(SC)nn2)cc1
 : i	?	17%	13µM*	-2.6%	2%	1.9	i	-1%
COc1cccc(NC(=S)NCc2ccc(F)cc2)c1
 : i	1%	0%	-17%	3.0%	1%	1.5	?	-5%
COc1ccc(CCNC(=O)CNC(=O)c2ccc(Br)o2)cc1OC
 : i	24%	?	-6%	-0.5%	-13%	-0.7	i	0%
O=S(=O)(NCc1ccco1)c1ccc(S(=O)(=O)N2CCCCC2)cc1
 : i	-16%	13%	-13%	0.0%	5%	0.6	i	-1%
CCOC(=O)[C@]12CCCC=C1N(Cc1ccco1)C(=O)[C@H](CC(=O)N1CCCC1)C2
 : i	/	/	/	-0.4%	/	1.0	i	/
O=C(O)c1cccc(Nc2ncnc3scc(-c4ccccc4)c23)c1
 : /	-11%	40%[activator]	-26%	0.5%	-1%	/	i	/
COCCCn1c(-c2ccccc2Cl)n[nH]c1=S
 : i	-20%	3%	2%	0.2%	-8%	-4.2	i	1%
O=C(CCN1C(=O)c2ccccc2C1=O)N1CCN(c2ccccn2)CC1
 : i	/	5%	-16%	0.0%	-3%	-2.9	i	-1%
Cc1nc(SCC(=O)N(CC(C)C)C2CCS(=O)(=O)C2)c2ccccc2n1 (stereo unspecified)
 : i	-27%	1%	-9%	11%	-5%	1.5	i	-8%
CN(C)c1ccc(CNC(=O)/C=C/[C@H]2O[C@@H](n3cnc4c(NC(=O)c5ccccc5)ncnc43)[C@H](O)[C@@H]2O)cc1
 : i	/	-23%	-21%	-0.6%	/	0.0	i	/

# Complete entries, looked up by structure.
# COc1cccc(NC(=S)NCc2ccc(F)cc2)c1 reads Akt phos inh = i; Nrf2 inh = 1%; TGFb SMAD3 inh = 0%; HepG2 viability = -17%; Nrf2 activator = 3.0%; A549 viability = 1%; CCT chaperon mod = 1.5; S2 tox = ?; MmCpn inh = -5%
# CN(C)c1ccc(CNC(=O)/C=C/[C@H]2O[C@@H](n3cnc4c(NC(=O)c5ccccc5)ncnc43)[C@H](O)[C@@H]2O)cc1 reads Akt phos inh = i; Nrf2 inh = /; TGFb SMAD3 inh = -23%; HepG2 viability = -21%; Nrf2 activator = -0.6%; A549 viability = /; CCT chaperon mod = 0.0; S2 tox = i; MmCpn inh = /

# (continued)
# Each structure is followed by: Akt phos inh	Nrf2 inh	TGFb SMAD3 inh	HepG2 viability	Nrf2 activator	A549 viability	CCT chaperon mod	S2 tox	MmCpn inh
CC(=O)Oc1ccc2oc(-c3ccccc3)c(C(N)=O)c2c1
 : i	-1%	1%	2%	-0.5%	2%	-0.4	i	-5%
CCN(C(=O)CSc1nc2cc(S(=O)(=O)N(CC)CC)ccc2n1CC)C1CCS(=O)(=O)C1 (stereo unspecified)
 : i	-9%	-24%	-9%	-0.4%	2%	0.0	i	-3%
OC(CSc1ccccc1Cl)CN1CCN(c2ccc(F)cc2)CC1 (stereo unspecified)
 : i	/	-2%	-29%	-0.1%	5%	0.0	i	0%
O=C(OCCN(C1=NS(=O)(=O)c2ccccc21)c1ccc(Cl)cc1)c1ccco1
 : i	0%	-9%	-1%	-0.3%	-3%	1.6	i	-1%
CCc1ccc(NC(=O)CS(=O)CC(=O)Nc2ccc(-n3cnnn3)c(C)c2)cc1 (stereo unspecified)
 : i	7%	19%	-10%	0.0%	1%	-3.0	i	-1%
COCc1ccc(C(=O)N2CCCC(C(=O)c3ccc(SC)cc3)C2)s1 (stereo unspecified)
 : i	?	-23%	-28%	0.5%	-11%	-2.7	i	-4%
CC(Oc1ccc(C(=O)c2ccccc2)cc1)C(=O)Nc1ccc(S(N)(=O)=O)cc1 (stereo unspecified)
 : i	-26%	-28%	0%	3.4%	1%	1.5	i	1%
Cc1ccc(-c2nnc(SCC(=O)N/N=C/c3ccc(C)s3)n2-c2ccccc2)cc1
 : i	0%	0%	2%	-0.6%	-11%	-0.3	i	0%
CC1C/C(=C\c2ccccc2[N+](=O)[O-])c2nc3ccccc3c(C(=O)O)c2C1 (stereo unspecified)
 : i	0%	3%	-4%	20%	2%	-0.7	i	3%
COC(=O)C1=C(C)N(Cc2ccccc2)C(=NCc2cccc(Cl)c2)N[C@H]1c1cccc(F)c1
 : i	?	?	-107%	-3.3%	?	0.0	?	1%&-3%
CNC(=O)CSc1nc2cc(S(=O)(=O)Nc3ccccc3OC)ccc2o1
 : i	-7%	-2%	6%	4.4%	2%	-0.6	i	0%
NC(=O)C1CCN(C(=S)NC2CC3C=CC2C3)CC1 (stereo unspecified)
 : i	3%	0%	-9%	-0.6%	5%	1.4	i	0%
COc1ccc(-n2c(C)cc(/C=C(\C#N)C(=O)NCc3ccco3)c2C)cc1
 : i	1%	-3%	0%	-0.3%	-4%	0.2	i	-12%

# High-throughput results: PubChem, National Center for Advancing Translational Sciences (NCATS)
